PI4K2A inh – PI4K2A (human) kinase inhibition. activity change, negative = inhibition, % at 76.9 µM. 0.13% of 420,000 active. Q9BTU6. purified PI4K2A, ADP-Glo luminescence, 1 h; stronger effect = lower value. AID 1346378; in the data active means activity change below about -50%; inconclusive means mostly about -30% to -49%;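 further: -100% = wells without enzyme as full effect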
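ADP-Glo luminescence measured ADP generated by PI4K2A enzyme (4 ug/mL before mixing) with 1.2 mM PI substrate (pre-mix) and 300 microM ATP (pre-mix). Tris pH7.5 buffer with MgCl2, Triton X-100; 1 h reaction at ambient temperature.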
HP1b binding inh – blocks HP1-beta chromodomain binding to methylated histone tails | Potency, µM (doses to about 114 µM), inactives show at the top dose activity change, negative = inhibition, hits mostly inhibitors | AlphaScreen HP1-beta / biotin-H3K9me3 peptide binding | AID 540317 | 0.56% of 390,000 active; further: potency means the concentration at half of the fitted maximal effect; nearly all actives have a fitted effect of over 70% in size; inactives centre near 23
Target sequence (P83916 whole entry, looked up): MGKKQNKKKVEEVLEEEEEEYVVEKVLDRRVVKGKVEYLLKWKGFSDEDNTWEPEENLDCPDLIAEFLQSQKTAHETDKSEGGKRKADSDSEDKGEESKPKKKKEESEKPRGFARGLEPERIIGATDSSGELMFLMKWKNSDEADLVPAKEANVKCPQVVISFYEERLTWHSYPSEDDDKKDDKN
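HP1-beta protein (50 nM final) preincubated 30 min at room temperature with biotinylated H3(1-18)K9me3 peptide (50 nM) in PBS pH 7.4, 0.01% Tween-20, then compound added for 30 min. AlphaScreen streptavidin donor/nickel chelate acceptor beads (10 ug/mL final), 30 min dark, luminescence read.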
Pin1 inh – inhibitors of human Pin1; Q13526; Pin1 FP peptide displacement, HiFluor488, 10 min; Potency, µM (series often up to 115 µM), for inactives: top-dose activity, negative = inhibition, actives largely listed as inhibitors; 0.009% of 390,000 active; AID 504891; active means well fitted inhibition curve with a large enough effect in the polarisation, with a control signal flat, not every such curve was filed as active; inconclusive means small, poorly fitted or top-dose-only effect, or effect the other way, or a change in a side signal; inactive means no such curve, though single readings can be large or run the other way; the % refers to the polarisation; further: potency means the concentration at half of the fitted maximal effect; on the % scale 0 is the no-effect control and ±100 the full control effect
Target sequence (Q13526 whole entry, looked up): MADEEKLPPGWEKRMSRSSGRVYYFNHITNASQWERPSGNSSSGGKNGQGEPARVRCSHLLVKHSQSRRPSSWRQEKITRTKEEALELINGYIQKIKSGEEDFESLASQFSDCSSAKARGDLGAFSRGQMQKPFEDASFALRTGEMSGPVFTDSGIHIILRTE
Tb PGK inh – T. brucei PGK inhibition | P07378 | PGK/GAPDH coupled, Kinase-Glo luminescence, 60 min | Potency, µM (highest dose often 57.5 µM), for the others: at the top dose activity change, negative = inhibition, hits mostly inhibitors | 0.043% of 380,000 active; further: potency means the concentration at half of the fitted maximal effect; on the % scale 0 is the no-effect control and ±100 the full control effect; nearly all actives have a fitted effect of over 60% in size
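Recombinant glycosomal PGK reaction used 1,3-bisphosphoglycerate generated in-well by GAPDH (100nM final) in 100mM TEA pH 7.6, 5mM MgCl2, 0.01% Tween-20. After 60 minutes at room temperature, ATP was read by Kinase-Glo Plus luminescence end-point.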
TrxR1 inh – rat TrxR1 inhibition | AID 588453 | Potency, µM (highest dose often 114 µM), for inactives: top-dose activity change, negative = inhibition, usual class: inhibitors | 1% of 390,000 active | recombinant rTrxR1, NADPH fluorescence consumption, selenite substrate | O89049; further: potency means the concentration at half of the fitted maximal effect; on the % scale 0 is the no-effect control and ±100 the full control effect; nearly all actives have a fitted effect of over 65% in size
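Rat TrxR1 (90 nM in the dispensed reagent) was pre-reduced with 400 uM NADPH for 5 min at room temperature, then incubated with compound for 15 min. After 400 uM selenite was added, NADPH fluorescence (Ex 340/Em 450 nm) was followed for 8 min.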
USP1 inh – USP1/UAF1 (human) deubiquitinase inhibition | O94782 | recombinant USP1/UAF1, Ub-Rhodamine cleavage fluorescence | Potency, µM (titrated, usually from 57.1 µM), for inactives: top-dose activity change, negative = inhibition, hits mostly inhibitors | 0.23% of 390,000 active | AID 743255; further: potency means the concentration at half of the fitted maximal effect; on the % scale 0 is the no-effect control and ±100 the full control effect; nearly all actives have a fitted effect of over 60% in size; inactives centre near -12
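USP1/UAF1 complex (1 nM) preincubated 15 min at room temperature with compound, then Ub-Rho substrate (150 nM final) added. Kinetic fluorescence at 480/540 nm over 6 reads at 60 s intervals; 50 mM HEPES pH 7.8, 0.5 mM EDTA, 0.1 mg/ml BSA, 1 mM TCEP, 0.01% Tween-20.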
GLS inhibitor – blocks human kidney-isoform glutaminase activity; GLS enzymatic activity, qHTS titration; 0.21% of 410,000 active; Potency, µM (series often up to 45.5 µM), for the others: at the top dose activity change, negative = inhibition, hits mostly inhibitors; further: potency means the concentration at half of the fitted maximal effect; on the % scale 0 is the no-effect control and ±100 the full control effect
Target sequence (O94925 whole entry, looked up, canonical isoform): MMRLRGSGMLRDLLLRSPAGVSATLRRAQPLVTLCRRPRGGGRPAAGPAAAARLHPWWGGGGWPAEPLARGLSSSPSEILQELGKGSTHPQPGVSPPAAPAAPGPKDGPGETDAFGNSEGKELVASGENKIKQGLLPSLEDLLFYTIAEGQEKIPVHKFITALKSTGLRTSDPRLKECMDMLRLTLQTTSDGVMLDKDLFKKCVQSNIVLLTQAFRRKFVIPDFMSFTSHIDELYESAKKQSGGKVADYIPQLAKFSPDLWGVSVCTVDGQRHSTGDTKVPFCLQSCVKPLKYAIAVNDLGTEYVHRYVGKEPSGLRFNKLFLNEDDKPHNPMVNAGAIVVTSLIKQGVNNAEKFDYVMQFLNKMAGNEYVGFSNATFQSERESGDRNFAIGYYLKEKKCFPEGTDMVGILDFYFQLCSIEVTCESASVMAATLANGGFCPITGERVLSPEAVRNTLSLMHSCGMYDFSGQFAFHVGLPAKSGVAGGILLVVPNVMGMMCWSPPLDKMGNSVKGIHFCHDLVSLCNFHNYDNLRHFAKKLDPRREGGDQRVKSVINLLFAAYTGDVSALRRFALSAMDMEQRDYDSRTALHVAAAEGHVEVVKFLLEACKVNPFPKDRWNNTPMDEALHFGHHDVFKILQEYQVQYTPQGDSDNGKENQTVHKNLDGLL
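Coupled fluorescence readout: glutamate oxidase/HRP/Amplex Red detect glutamate formed by hKGA from L-glutamine (1 mM solution added). Buffer 45 mM KH2PO4 pH 8.2, 0.02% Tween-20; reads at t0 and 30 min RT.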
TrxR1 substrate – rat thioredoxin reductase 1 substrate activity. O89049. purified TrxR1 substrate turnover, NADPH consumption readout. Potency, µM (doses to about 114 µM), inactives show at the highest dose activity change, negative = substrate turnover. 0.01% of 390,000 active. AID 588456; further: potency means the concentration at half of the fitted maximal effect; on the % scale 0 is the no-effect control and ±100 the full control effect; nearly all actives have a fitted effect of over 50% in size
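Rat TrxR1, dispensed at 90 nM, was prereduced with 400 uM NADPH (final) for 5 min at ~22 deg C, then incubated with compound 15 min before 400 uM selenite. A first-read NADPH fluorescence drop versus no-compound background flagged substrates.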
IDH1 R132H inh – blocks human mutant IDH1 R132H enzyme; O75874; IDH1-R132H enzyme, NADPH consumption, diaphorase/resazurin fluorescence; Potency, µM (series often up to 76.6 µM), inactives show at the top dose activity change, negative = inhibition, actives largely listed as inhibitors; 0.093% of 390,000 active; AID 602179; further: potency means the concentration at half of the fitted maximal effect; on the % scale 0 is the no-effect control and ±100 the full control effect; nearly all actives have a fitted effect of over 65% in size
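IDH1-R132H (0.5 ug/mL) preincubated 30 min with compound, then NADPH (0.016 mM) and alpha-KG (2 mM) added; 80 min at RT, pH 7.5. Remaining NADPH coupled via diaphorase/resazurin to fluorescence (540/590 nm); concentration-response curves normalized to no-enzyme control.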
* marks the source's active call; other numbers are inactive results; i = inactive; ? = inconclusive; · = not tested or not shown; & = joins results of further samples; [ ] = dose if it differs, or a comment. Unless noted, the call rests on the fitted dose curve; in most records, active means well fitted curve in the direction sought with a large enough effect; inconclusive means small, poorly fitted or top-dose-only effect, or another doubt; inactive means no such curve, though single readings can be large; an effect the other way counts as inactive or inconclusive. Some of the compounds tested; the hit share may differ from the screen's.

SMILES	PI4K2A inh	HP1b binding inh	Pin1 inh	Tb PGK inh	TrxR1 inh	USP1 inh	GLS inhibitor	TrxR1 substrate	IDH1 R132H inh
CN(C)CCC(c1ccccc1)c1ccccn1 (centres undefined)	-2&1&-2&3&-2	19%&24%&31%	7%&-1%&-2%	-1%&-1%&3%	2%	?	-3%&4%&-6%&20%	-2%	9%&-5%&7%
O=C(c1cc(-c2ccc(Cl)s2)nc2ccccc12)N1CCCC1	-2	51%[activator]	7%	-8%	-28%	-9%	0%	82%[activator]	1%
CN(C)S(=O)(=O)c1ccc(Cl)c(C(=O)NNC(=O)Cc2nc3ccccc3n2C)c1	5	33%	3%	-1%	6%	-13%	6%	2%	0%
O=C(CN1CCN(C(c2ccccc2)c2ccccc2)CC1)N1CCN(c2ccccc2)CC1	1	-2%	0%	-6%	25%	-13%	18%	-2%	-6%
Cc1ccc(S(=O)(=O)N2CCN(C(=O)COC(=O)CNC(=O)c3ccc(Cl)cc3Cl)CC2)cc1	-4	24%	2%	i	-7%	-16%	3%	-5%	2%
CCOC(=O)C1=C(COC(=O)CCCOc2ccccc2)NC(=O)NC1C (centres undefined)	5	29%	1%	-4%	-1%	-24%	-7%	-4%	3%
Cn1c(C(=O)O)cc2cc(F)ccc21	-3	10%	18%	1%	-3%	5%	13%	5%	12%
O=c1[nH]c(SCc2ccccc2)nc2c1sc1ccccc12	-6	56%[activator]	-1%	7%	12%[57.1 µM]	0%	17%	5%[57.1 µM]	2%
COc1ccc(C)cc1NC(=O)COc1cc(=O)n(C)c2ccccc12	-5	34%	-8%	-1%	27%	-24%	0%	2%	-1%
Cc1cc(NC(=O)CSc2nc3[nH]c(=O)cc(O)c3s2)ccc1Br	-1	-1%	19%	-6%	-27%	-23%	11%	-7%	-1%
Cc1cc(F)ccc1NC(=O)Cn1c(C)csc1=O	5	51%[activator]	1%	i	22%	-7%	-12%	0%	-7%
COc1cc2c(cc1OC)C1=NC(=O)CN1C(SCc1ccccc1C)=N2	-2	27%	?	2%	8%	-16%	·	33%[activator]	0%
Cc1ccc(NC(=S)N2CCN(C(=O)C3CCCO3)CC2)cc1 (centres undefined)	-1	14%	2%	3%	-6%	4%	9%	13%[57.1 µM]	2%
Cc1ccc(S(=O)(=O)N2CCC(=O)N(CCOC(=O)Nc3ccccc3C)CC2)cc1	2	26%	1%	-1%	25%	-21%	6%	4%	8%
Cc1ccc(C)c(NC(=S)NC2CC3CCCC(C2)N3CC(C)C)c1 (centres undefined)	-2	13%	-10%	-7%	-18%	6%	16%	-4%	4%
CCOc1ccccc1-c1nc(-c2ccc(C)nc2OC)no1	-7	47%[activator]	18%	-1%	0%[57.1 µM]	-3%	4%	18%[57.1 µM]	8%
N/C(=N\OC(=O)C(c1ccccc1)c1ccccc1)c1ccccn1	29	20%	-6%	-5%	-7%	-10%	-7%	-5%	8%
C#CCNC(=O)C(C)c1ncc(C(F)(F)F)cc1Cl (centres undefined)	3	7%	1%	1%	15%[57.1 µM]	2%	?	-1%	0%
COc1ccc(NC(=O)c2ccc3nc(C(C)C)oc3c2)cc1OC	-8	21%[57 µM]	-6%	-10%	29%[57.1 µM]	-18%	6%	12%[57.1 µM]	14%
CCCc1cc(=O)c2c(O)cccc2o1	-1	38%[activator]	-1%	0%	15%[57.1 µM]	2%	-9%	-16%[57.1 µM]	4%
CCN(CC(=O)Nc1cc(Cl)ccc1C)C(=O)CCOc1ccc(C)cc1	1	11%	-1%	-8%	13%	-16%	0%	6%	3%
CC1=C/C(=N\N=C2\NC(=O)C(CC(=O)Nc3ccccc3)S2)CC(C)(C)C1 (centres undefined)	-3	7%	-9%	·	11%	-26%	12%	-9%	2%
c1ccc(-c2nnc(Cn3c4ccccc4c4nc5ccccc5nc43)o2)cc1	-4	21%	-7%	-7%	-2%	-13%	0%	-3%	4%
CCCC(=O)N(CCN1CCOCC1)c1nc2c(C)ccc(C)c2s1	-4	32%	?	5%	-5%	-34%	-4%	-9%	-3%
COC(=O)C(Cc1ccc(OC(=O)c2ccc(C(F)(F)F)cc2)cc1)N1Cc2ccccc2C1=O (centres undefined)	-1	1%	4%	i	17%[57.1 µM]	-21%	?	-13%[57.1 µM]	3%
CCc1nc(C)c(C(=O)N2CCCC(C(=O)Nc3cccc(-c4cccc(C)c4)c3)C2)o1 (centres undefined)	-2	25%	-4%	0%	-34%	-12%	11%	?	0%
O=C(NCCO)c1ccc2c(c1)S(=O)(=O)c1ccccc1C2=O	3	11%	-6%	-13%	15%	-11%	2%	0%	22%
O=c1[nH]c(SCc2ccc(Cl)cc2)nc2ccsc12	4	24%	-2%	0%	11%[57.1 µM]	-29%	3%	-2%[57.1 µM]	12%
O=[N+]([O-])c1ccc(Oc2cccc(F)c2)c2ccncc12	4	-14%	3%	2%	11%	-18%	2%	8%[57.1 µM]	6%
CCCCCC(=O)N1C[C@H](O)[C@@H](n2cc(COC(=O)c3ccccc3)nn2)C[C@@H]1c1ccc(C)cc1	1	·	·	-7%	·	?	-6%	·	-2%
Nc1c(Cl)cc(Cl)cc1C(=O)OCC(=O)N1CCCC1	-2	33%	-7%	0%	80%[activator][57.1 µM]	-14%	2%	164%[activator][57.1 µM]	3%
O=C(NCc1ccccc1)c1onc(CSc2ccccc2)c1C(=O)NCC1CC1	1	92%[activator]	6%	-7%	28%[57.1 µM]	-35%	-7%	-2%	-1%
COc1ccccc1C1CC(c2ccccc2)=NN1C(=O)c1ccccc1 (centres undefined)	0	41%[activator]	11%	i	36%[activator]	-24%	3%	6%	0%
Cc1ccc(CN2C(=O)CSc3ccc(C(=O)NCCN4CCOCC4)cc32)cc1	-1	27%	6%	5%	8%[57.1 µM]	-1%	0%	14%[57.1 µM]	2%
Cc1ccc(-c2nnn(CC(=O)N(CC(=O)NC3CCCCC3)c3cnc4ccccc4c3)n2)o1	-5	7%	-21%	-4%	-8%[57.1 µM]	-11%	-11%	7%[57.1 µM]	-1%
Fc1ccc(COc2ccccc2CNCc2ccncc2)cc1	1	32%	-6%	-5%	3%	-15%	-2%	7%	-3%
CCNC(=S)N1CCC(C(N)=O)CC1	-3	75%[activator]	6%	i	17%	-11%	-9%	-1%	0%
O=C(Nn1cnnc1)C1Cc2ccccc2CN1S(=O)(=O)c1ccc(F)cc1 (centres undefined)	-5	12%	-4%	-2%	16%	-10%	-19%	2%	4%
CS(=O)(=O)Cc1ccc(C(=O)NC2CCSc3ccccc32)cc1 (centres undefined)	0	25%	6%	-9%	-2%[57.1 µM]	-8%	-4%	-4%[57.1 µM]	0%
CC12CCC(CC1O)C2C(=O)O (centres undefined)	1	·	·	i	·	-21%	-1%	·	4%
CCOc1cccc2sc(N(CCN(C)C)C(=O)c3cc4ccccc4cc3OC)nc12	-5	-20%	-13%	-1%	12%	-8%	4%	-7%	-9%
Cc1c(CCO)c(=O)[nH]n1C(=O)c1c(F)cccc1F	-3	20%	-1%	9%	-9%[57.1 µM]	1%	14%	1%[57.1 µM]	-2%
C/C(=N\NC(=O)Cc1c(C)[nH][nH]c1=O)c1cccc(Br)c1	4	48%[activator]	-10%	i	21%	-14%	13%	2%	-5%

Some of these compounds in order of the Pin1 inh value, highest first:
canonical_smiles	PI4K2A inh	HP1b binding inh	Pin1 inh	Tb PGK inh	TrxR1 inh	USP1 inh	GLS inhibitor	TrxR1 substrate
O=C(NCc1ccccc1)c1onc(CSc2ccccc2)c1C(=O)NCC1CC1	1	92%[activator]	6%	-7%	28%[57.1 µM]	-35%	-7%	-2%
CCN(CC(=O)Nc1cc(Cl)ccc1C)C(=O)CCOc1ccc(C)cc1	1	11%	-1%	-8%	13%	-16%	0%	6%
O=c1[nH]c(SCc2ccc(Cl)cc2)nc2ccsc12	4	24%	-2%	0%	11%[57.1 µM]	-29%	3%	-2%[57.1 µM]
Cc1ccc(-c2nnn(CC(=O)N(CC(=O)NC3CCCCC3)c3cnc4ccccc4c3)n2)o1	-5	7%	-21%	-4%	-8%[57.1 µM]	-11%	-11%	7%[57.1 µM]

Full records from above:
Profile of `CCN(CC(=O)Nc1cc(Cl)ccc1C)C(=O)CCOc1ccc(C)cc1` : PI4K2A inh: 1; HP1b binding inh: 11%; Pin1 inh: -1%; Tb PGK inh: -8%; TrxR1 inh: 13%; USP1 inh: -16%; GLS inhibitor: 0%; TrxR1 substrate: 6%; IDH1 R132H inh: 3%
Profile of `CC12CCC(CC1O)C2C(=O)O` (centres undefined) : PI4K2A inh: 1; HP1b binding inh: ·; Pin1 inh: ·; Tb PGK inh: i; TrxR1 inh: ·; USP1 inh: -21%; GLS inhibitor: -1%; TrxR1 substrate: ·; IDH1 R132H inh: 4%
